# OTUD3 inh: human OTUD3 deubiquitinase inhibition. Q5T2D3. purified OTUD3, Ub-rhodamine fluorescence, 2 h. inhibition, % at 25 µM. 0.7% of 47,000 active. AID 1645858
# USP30 block: human USP30 deubiquitinase inhibition; inhibition, % at 25 µM; purified USP30, Ub-rhodamine cleavage fluorescence; 5.3% of 47,000 active
# USP8 inh: blocks human USP8 ubiquitin-rhodamine cleavage; inhibition, % at 20 µM; purified USP8, Ub-rhodamine cleavage fluorescence, 30 min; 4.2% of 47,000 active; P40818
# USP10 inh: human USP10 deubiquitinase inhibition | inhibition, % at 20 µM | purified USP10, Ub-rhodamine fluorescence, 60 min | Q14694 | 1.1% of 47,000 active
# Target sequence (Q14694 whole entry, looked up): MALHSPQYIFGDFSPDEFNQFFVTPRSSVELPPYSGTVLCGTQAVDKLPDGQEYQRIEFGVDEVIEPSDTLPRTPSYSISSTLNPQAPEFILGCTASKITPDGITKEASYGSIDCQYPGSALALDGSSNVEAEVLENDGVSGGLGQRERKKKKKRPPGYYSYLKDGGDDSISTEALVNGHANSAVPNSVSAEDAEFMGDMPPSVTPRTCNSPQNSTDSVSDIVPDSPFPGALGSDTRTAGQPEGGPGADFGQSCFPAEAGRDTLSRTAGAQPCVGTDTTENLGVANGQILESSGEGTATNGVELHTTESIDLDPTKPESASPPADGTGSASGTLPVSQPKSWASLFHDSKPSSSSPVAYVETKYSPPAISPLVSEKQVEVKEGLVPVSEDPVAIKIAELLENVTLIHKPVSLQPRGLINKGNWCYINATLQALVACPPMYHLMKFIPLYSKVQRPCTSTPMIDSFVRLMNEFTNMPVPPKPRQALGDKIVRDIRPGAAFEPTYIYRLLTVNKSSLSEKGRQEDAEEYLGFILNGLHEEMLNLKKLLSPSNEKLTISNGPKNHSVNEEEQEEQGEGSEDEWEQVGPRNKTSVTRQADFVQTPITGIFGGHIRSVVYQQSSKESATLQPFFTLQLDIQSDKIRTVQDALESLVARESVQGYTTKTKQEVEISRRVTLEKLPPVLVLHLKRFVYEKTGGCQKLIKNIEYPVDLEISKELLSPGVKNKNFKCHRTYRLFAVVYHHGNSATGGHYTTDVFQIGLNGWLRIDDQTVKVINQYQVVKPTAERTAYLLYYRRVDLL
# USP28 inh: blocks human USP28 ubiquitin-rhodamine cleavage. AID 1645857. purified USP28, Ub-rhodamine cleavage fluorescence, 30 min. Q96RU2. 3% of 47,000 active. inhibition, % at 25 µM
# USP7 inh: inhibitors of human USP7 deubiquitinase; Q93009; purified USP7, Ub-rhodamine cleavage fluorescence; AID 1645854; inhibition, % at 20 µM; 0.3% of 47,000 active
# USP17 inh: human USP17-like deubiquitinase inhibition; 6.5% of 47,000 active; purified USP17, Ub-rhodamine cleavage fluorescence, 3 h; inhibition, % at 50 µM
# UCHL1 inh: blocks human UCHL1 ubiquitin-rhodamine cleavage; inhibition, % at 20 µM; 0.2% of 47,000 active; purified UCHL1, Ub-rhodamine cleavage fluorescence; P09936
# An asterisk follows results filed as active; i = inactive; / = no result given. Cut-off read from the data, not from the text of the source: active = inhibition above about 30%; inactive = the rest.
SMILES,OTUD3 inh,USP30 block,USP8 inh,USP10 inh,USP28 inh,USP7 inh,USP17 inh,UCHL1 inh
O=C(CC(c1cccc(F)c1)n1cccc1)NCc1ccccc1 (stereo unspecified),-10,0,-53,-1,0,-9,8,-1
CC(C)NC(=O)c1ccc2c(c1)C(c1ncn[nH]1)CN2C (stereo unspecified),15,27,17,2,8,4,9,1
O=S(=O)(c1ccccc1)n1nc(-c2ccccc2)nc1NCc1ccccc1Cl,8,1,11,7,3,4,15,7
Cc1ncc(-c2ccccn2)c(-c2ccc(CNC(=O)CCN3CCOCC3)cc2)n1,10,-10,12,-2,-1,0,4,1
O=C(COc1ccccc1-c1nnc(-c2ccccc2)o1)Nc1ccccc1Cl,1,9,15,1,5,5,9,2
O=c1c2[nH]c3ccc(F)cc3c2ncn1Cc1cccnc1,7,/,-2,0,/,1,41*,1
CCC(=O)N1CC(C(=O)Nc2ccc(F)cc2)C2(CCOCC2)C1 (stereo unspecified),-7,-15,-5,0,-13,3,-7,-2
CC1(c2ccc3ccccc3c2)NC(=O)N(CCC(N)=O)C1=O (stereo unspecified),5,3,13,0,-2,2,2,1
Cc1nc(-c2ccc(S(=O)(=O)Nc3cccc(F)c3)cc2)co1,-9,-13,-15,0,-5,0,-12,-1
CC(OC(=O)c1ccc(Cl)cc1)C(=O)NCC1CCCCC1 (stereo unspecified),10,31*,14,2,15,-36,26,2
CN1CC[C@@H]2Oc3ccccc3S(=O)(=O)N(C)[C@H]2CC1,-7,-57,-15,-6,-9,-2,-31,-5
O=C(Cn1cc(-c2nc(C3CC3)no2)ccc1=O)Nc1ccccc1,1,-19,3,10,0,10,49*,1
O=C(CCc1nc(-c2cccnc2)no1)N1CCc2ccccc2C1,-2,-4,-7,-4,0,-1,-7,-4
CCc1cccc(CC)c1NC(=O)CN1c2ccc(F)cc2-c2ccccc2S1(=O)=O,18,17,15,3,11,6,19,2
O=C(Nc1ccc2c(c1)OCO2)c1cc(-c2ccco2)on1,17,-18,7,-1,30*,-7,44*,7
COc1ccccc1NC(=O)C1=C(C)Nc2nnnn2C1c1ccccc1F (stereo unspecified),4,5,8,0,10,-7,5,1
COC(=O)c1cc(S(=O)(=O)Nc2ccc(NC(=O)c3ccccc3)cc2)ccc1Cl,2,-12,20,10,12,7,1,5
Cc1cc(C(=O)O)c(C)n1Cc1cccs1,-10,-11,1,1,-11,2,-10,-1
CNC(=O)c1ccc(-c2ccc(F)cc2)s1,13,19,21,7,14,4,25,2
CCOC(=O)N1CCN(C(=O)c2ccc(-c3ccc(F)cc3)o2)CC1,-5,6,1,2,-5,0,0,0
CNC(=O)c1cnc2n1CCN(C(=O)c1ccc3ccccc3n1)C2,-4,-8,-186,0,-10,4,-19,0
Cn1ccc(CN2CCN(c3ccccc3)CC2)cc1=O,5,6,-165,-3,-1,2,-47,1
Cc1ccc(NC(=O)CN2C(=O)c3ccccc3C2c2cn(C)c3ccccc23)cc1 (stereo unspecified),5,10,9,9,11,10,12,6
COc1ccc(Cl)cc1NC(C)c1nc2sc(C)c(C)c2c(=O)[nH]1 (stereo unspecified),-23,-115,-17,-7,-53,-18,-22,-8
O=C(Cc1c(F)cccc1Cl)Nc1nc2ccccc2[nH]1,-12,-14,-155,4,-5,1,-13,0
O=C(c1nc(-c2ccc3[nH]ccc3c2)no1)N1CCN(c2ccc(Cl)cc2)CC1,-8,-14,-13,7,-18,0,-28,3
CCCCC(CC)CNC(=O)CCC(=O)N1CCOCC1 (stereo unspecified),-7,-4,-3,-2,-9,-4,-1,0
COc1ccc(CC(=O)N2CCC(c3nc(C)ncc3-c3ccncc3)CC2)cc1,3,14,-1,-2,-8,-6,-6,-4
Cc1cccc2sc(N3CCN(C(=O)CCc4ccccc4)CC3)nc12,-5,-1,-5,9,-7,-4,/,6
CCn1nccc1C(=O)N1CCC(c2noc(N)c2C)CC1,1,-2,0,3,-15,5,9,0
CC(c1ccncc1)n1nccc1NC(=O)c1cccnc1Sc1ccccc1 (stereo unspecified),-1,0,-95,-8,0,13,-21,1
CC1CCN(C(=O)CSc2ccc3nnc(-c4ccccc4)n3n2)CC1,4,14,4,3,4,5,2,2
Cc1c(C(=O)NC2CCC(C)CC2)nnn1-c1cccc2c1CCN(S(C)(=O)=O)C2 (stereo unspecified),5,-9,-96,-3,20,7,-13,5
CCOC(=O)CCC(=O)Nc1c(C(=O)Nc2ccc3c(c2)OCCO3)oc2ccccc12,11,9,-51,-1,16,4,15,2
O=c1cc(CN2CCN(c3ccccc3F)CC2)c2cc3c(cc2o1)CCC3,7,12,11,4,0,16,6,3
CCOc1ccc(N(CC)C(=O)C(=O)c2cn(CC(=O)N3CCCCC3)c3ccccc23)cc1,0,-1,9,0,0,-1,-13,-2
CN1C[C@@H](NC(=O)Nc2cccc(C#N)c2)C[C@H]1c1nc(-c2ccc(F)cc2)no1,18,-34,14,1,12,-10,-14,5
CCc1nc2ccccc2nc1N1CCN(S(=O)(=O)c2ccccc2)CC1,6,13,-7,4,8,5,2,4
CC(C)n1cnc2nnc3ccc(C(=O)Nc4cccnc4)cc3c21,6,-20,-68,-7,0,-4,-21,-4
Cc1cc(=O)oc2cc(OCC(=O)NC(C)CCc3ccccc3)ccc12 (stereo unspecified),1,0,-2,2,-1,-8,-6,-3
CCn1c(CNC(=O)c2cccc(OC)c2)nnc1SCC(=O)N1CCOCC1,2,25,14,4,6,5,14,0
Cc1nc(C2CCNCC2)nc2c1CCC(=O)N2Cc1cccc(F)c1,9,11,9,2,10,0,6,1
CN1C(C(=O)NC2CCCC2)=CC(c2ccco2)=NS1(=O)=O,-174,i,-57,-3,-206,-113,-168,-89
COc1ccc(CC(=O)NCc2ccc3c(c2)cc(C)n3C)cc1OC,-47,-213,-59,-6,-56,-70,-31,-63
CCc1nc(-c2ccc(-c3noc(-c4cnccn4)n3)cc2)cs1,-7,-16,-19,-7,-5,-5,-13,-7
COc1cc(NC(=O)C2CCCCC2)c(OC)cc1NC(=O)CCC(=O)N1CCCCC1,-49,-281,-54,-2,-103,-2,-68,-1
CCOc1cc2c(cc1OCC)C1CC(=O)N(c3ccc(CC)cc3)C(=O)N1CC2 (stereo unspecified),3,15,-9,2,9,-1,6,0
O=C(c1cncnc1)N1CCCC(c2ncc(Cc3cccc(Cl)c3)o2)C1 (stereo unspecified),8,23,14,0,8,3,2,4
Cc1ccc(C(O)=C2C(=O)C(=O)N(CCN3CCOCC3)C2c2cccc(O)c2)cc1 (stereo unspecified),-1,-35,-202,-3,-9,3,-37,-4
O=C(NCc1cccc(Cl)c1)c1sc2ncccc2c1-n1cccc1,2,-57,-52,0,31*,-6,16,5
Cc1cc(C)cc(C(=O)NCCC(=O)N2CCC3(CC2)NCCc2[nH]cnc23)c1,1,-7,9,0,-8,0,0,-3
Cc1cccc(CNC(=O)C2CCCN(c3nnc4ccccn34)C2)c1 (stereo unspecified),6,-8,6,-4,3,-2,-1,-2
COc1ccc(OC)c(NC(=O)C2(n3cnnn3)CCCCC2)c1,-6,-5,17,5,-2,0,1,0
CCc1ccccc1NC(=O)C1(C)Oc2cccnc2NC1=O (stereo unspecified),-3,-2,8,-1,-14,-4,-2,0
CC(C)Nc1nc2c(cc1C(=O)N1CCCC1)CCNCC2,-2,-76,-1,0,-10,-3,-12,-5
Cc1ccc(C(=O)CSc2nnc(CC(=O)Nc3ccc(F)cc3)n2C)cc1,0,2,22,0,-2,-1,8,0
CCC(C)[C@H](NC(=O)[C@@H]1Cc2c([nH]c3ccccc23)C2c3ccccc3C(=O)N21)C(=O)NCCc1ccccc1 (stereo partly specified),-40,-182,-10,-11,-57,-7,-48,-11
Cc1ccc(NCc2cc3c(C)nn(-c4ccccc4)c3[nH]c2=O)cc1C,-10,-40,76*,5,-12,9,-32,-2
O=C(Nc1cccc(S(=O)(=O)N2CCCCC2)c1)c1cccc2ccccc12,7,13,3,2,15,12,4,8
Cc1cccc(CNc2nnc(-c3nc(C4CC4)no3)c3ccccc23)c1,14,26,1,1,18,9,9,4
# Further structures:
SMILES,OTUD3 inh,USP30 block,USP8 inh,USP10 inh,USP28 inh,USP7 inh,USP17 inh,UCHL1 inh
CCc1ccc(OCC(=O)Nc2cccc(-c3nc4ccccc4s3)c2)cc1,5,36*,-7,5,-3,3,-7,1
CC1Oc2ccc(NC(=O)c3cccc(S(=O)(=O)N4CCc5ccccc5C4)c3)cc2NC1=O (stereo unspecified),-6,-14,-7,8,10,7,31*,3
CCS(=O)(=O)N1C[C@H]2CC(OCc3ccccc3)C[C@H]2C1 (stereo partly specified),-7,-15,-16,-2,-9,-4,-18,-2
CC1CC1c1nnc(-c2cnc3onc(C4CCCC4)c3c2)o1 (stereo unspecified),12,7,11,0,-11,-136,4,0
CCc1nc(N2CCCC2=O)sc1C(=O)N1CCN(c2cccc(OC)c2)CC1,3,1,1,0,0,-1,0,-4
COc1ccc(CN2C[C@H]3CCN(C(=O)c4ccccn4)CC[C@H]3S2(=O)=O)cc1,12,22,18,4,14,0,9,1
Cc1cc(N2CCCCCC2)n2nc(CN3CCCCC3C)nc2n1 (stereo unspecified),10,8,1,-1,6,-2,-3,0
COc1cc2nc(NCCCN3CCCC3=O)n3nc(-c4cccnc4)nc3c2cc1OC,11,20,18,1,16,3,17,3
Cc1cc(F)ccc1NC(=O)c1cnc(N2CCCC2)nc1C,4,9,1,3,0,3,-4,1
Cc1cc(C(=O)N2CC[C@@H]3Oc4ccccc4S(=O)(=O)N(CC4CC4)[C@H]3CC2)no1,-3,0,2,-1,0,-4,-8,-2
CC(C)C(=O)Nc1ccc(-n2cnc(C(=O)N3CCCCC3)c2)nc1,6,6,2,0,8,4,18,2
COc1ccc(CNC(=O)c2ccc(N3C(=O)N4CCc5c([nH]c6ccccc56)[C@@]4(C)C3=O)cc2)cc1,-6,-4,-5,6,-7,1,-3,-3
Cc1cccc(NC(=O)N(C)Cc2nc3cc(C(=O)N(C)C)ccc3n2C)c1,4,-7,17,1,0,5,-5,-1
CC(OC(=O)c1ccc2c(c1)OCO2)C(=O)NCC1CCCCC1 (stereo unspecified),17,54*,24,2,27,3,54*,5
Cc1ccc(NC(=O)c2cc(S(=O)(=O)N(C)C)ccc2N2CCCC2)c(Cl)c1,-11,-28,-38,0,-9,-1,-10,0
CCN1CCN(C(=O)c2nn(-c3ccccc3)c3c(=O)n(C)cnc23)CC1,7,-20,2,-9,1,0,-1,-5
CCc1ccc(C(=O)COC(=O)c2cccnc2Nc2cccc(C(F)(F)F)c2)cc1,-13,-7,-2,-2,-13,1,-9,-4
O=C(Cc1coc2cc3c(cc12)CCC3)NC(Cc1ccccc1)c1nc2ccccc2[nH]1 (stereo unspecified),-1,-8,66*,0,-11,-4,47*,2
CC1=NOC(CNC(=O)Nc2cccc(F)c2C)C1 (stereo unspecified),-7,11,0,1,-9,0,-1,-3
CN1CCN(C2(CNC(=O)c3ccccc3)CCCCC2)CC1,-12,-8,-2,1,-17,0,-3,-3
O=C(Nc1cccc(N2CCC(NCc3cnn(-c4cccc(F)c4)c3)CC2)c1)c1ccncc1,2,/,-18,-5,/,-1,-3,-3
O=C(c1ccc2c(c1)OCCO2)N1CCC[C@H](Cn2nnc(-c3cccnc3)n2)C1,11,13,12,0,9,3,10,0

# Source: PubChem
